Screening data (PubChem BioAssay)
PLCb3 inh: human PLC-beta3 inhibitors, primary screen, biochemical, fluorescence | 1-phosphatidylinositol 4,5-bisphosphate phosphodiesterase beta-3 (Homo sapiens), Q01970 | Purified PLC-beta3, fluorogenic substrate | inhibition, % at 12.2 µM | actives 0.18% (n = 370,000); in the data active means inhibition above about 11%;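 further: 0% = median of compound wells on plate and 100% = full blocker control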
Target sequence (Q01970 whole entry, looked up): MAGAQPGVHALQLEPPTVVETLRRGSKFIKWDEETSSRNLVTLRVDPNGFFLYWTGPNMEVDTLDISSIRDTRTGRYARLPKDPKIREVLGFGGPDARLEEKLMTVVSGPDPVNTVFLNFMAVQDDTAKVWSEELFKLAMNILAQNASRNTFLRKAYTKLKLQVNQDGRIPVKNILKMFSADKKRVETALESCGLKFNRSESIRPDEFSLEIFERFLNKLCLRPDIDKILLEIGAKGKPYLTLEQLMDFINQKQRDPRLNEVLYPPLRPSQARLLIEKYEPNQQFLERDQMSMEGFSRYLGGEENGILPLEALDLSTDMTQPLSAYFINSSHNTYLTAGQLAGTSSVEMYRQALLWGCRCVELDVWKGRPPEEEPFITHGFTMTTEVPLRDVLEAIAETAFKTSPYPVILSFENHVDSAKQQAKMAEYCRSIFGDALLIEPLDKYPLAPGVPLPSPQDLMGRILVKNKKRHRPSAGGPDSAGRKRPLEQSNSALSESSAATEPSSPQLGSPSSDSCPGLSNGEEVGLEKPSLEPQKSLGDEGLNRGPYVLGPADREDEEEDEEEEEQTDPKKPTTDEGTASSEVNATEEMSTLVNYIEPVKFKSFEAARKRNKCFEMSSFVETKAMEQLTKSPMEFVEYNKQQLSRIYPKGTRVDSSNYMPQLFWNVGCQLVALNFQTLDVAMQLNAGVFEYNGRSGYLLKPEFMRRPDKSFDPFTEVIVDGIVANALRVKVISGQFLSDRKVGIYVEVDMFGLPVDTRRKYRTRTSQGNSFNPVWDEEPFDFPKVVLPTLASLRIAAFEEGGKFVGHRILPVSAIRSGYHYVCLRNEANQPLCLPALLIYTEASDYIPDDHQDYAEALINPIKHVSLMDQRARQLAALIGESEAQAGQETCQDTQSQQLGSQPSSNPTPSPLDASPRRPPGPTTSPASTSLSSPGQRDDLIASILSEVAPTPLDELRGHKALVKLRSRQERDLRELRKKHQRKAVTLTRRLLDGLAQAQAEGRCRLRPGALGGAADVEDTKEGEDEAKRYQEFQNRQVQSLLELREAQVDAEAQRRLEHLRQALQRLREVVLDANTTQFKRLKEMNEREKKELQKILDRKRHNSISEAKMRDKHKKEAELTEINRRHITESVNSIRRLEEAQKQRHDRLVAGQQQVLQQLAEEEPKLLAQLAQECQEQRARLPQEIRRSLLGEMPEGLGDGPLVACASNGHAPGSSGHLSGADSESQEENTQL
Tn7 DDE FP: inhibitors of Tn7 peptide binding to fibrin DD(E), primary screen, biochemical, fluorescence polarization, human fibrin, Tn7 probe | Fibrinogen beta chain (Homo sapiens), P02675 | FP displacement of FITC-Tn7 peptide from fibrin DD(E); 0% = median of compound wells per plate | inhibition, % at 8.3 µM | actives 0.13% (n = 370,000) | AID 720508, 2013;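 active means inhibition above the mean of compounds falling within the control limits plus 3 SD of them, cut at about 14% in these data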;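 further: 0% = plate median of compound wells and 100% = 10 µM Aha-Tn7 peptide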
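system = human fibrin DD(E) protein | quantity = DD(E) 2 µM final | medium = Tris/NaCl/CaCl2 buffer, pH 7.8 | also added = labelled Tn7 tracer, 0.1 µM | compound dosing = single point at 8.3 µM | timing = compound with protein 10 min, then 3 h after probe, room temperature | signal = FP measurement | benchmarks = Aha-Tn7 high control | repeats = one replicate per compound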
ARFGAP1 inhibitor: inhibitors of rat ARFGAP1 GAP activity, primary screen, biochemical, fluorescence polarization, GDP tracer | AID 651572, 2012 | Arfgap1-stimulated ARF1 GTP hydrolysis, GDP FP detection | ADP-ribosylation factor GTPase-activating protein 1 (Rattus norvegicus), Q62848 | actives 0.26% (n = 360,000) | inhibition, % at 16.5 µM;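 active means inhibition above a per-plate limit, mean inhibition of low control wells plus 3 SD, cut at about 25% in these data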;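 further: 0% = DMSO wells with enzyme and 100% = wells lacking Arfgap1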
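Assay system: purified rat His6-Arfgap1 residues 1-136 (GAP domain); Reagent: human Δ17 ARF1 bound to GTP; Dosing: 16.5 µM single point, 1.26% DMSO; Times: GTP hydrolysis reaction 2 h at 25 °C; Signal: FP, GDP Alexa 633 tracer displaced from anti-GDP antibody, 620/688 nm; Measure: % inhibition from polarization.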
DDE Tn6 FP inh: inhibitors of Tn6 peptide binding to fibrin DD(E), primary screen, biochemical, fluorescence polarization, human fibrin, Tn6 probe; AID 720509, 2013; actives 0.21% (n = 370,000); Fibrin DD(E) TRITC-Tn6 fluorescence polarization displacement; inhibition, % at 8.3 µM;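 active means inhibition above a per-campaign cutoff: mean of compounds within control limits plus 3 SD, cut at about 15% in these data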;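 further: 0% = median of all compound wells on the plate and 100% = blocking peptide control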
ASAP1 GAP inh: inhibitors of human ASAP1 ArfGAP activity, primary screen, biochemical, fluorescence polarization; Arf-GAP with SH3 domain, ANK repeat and PH domain-containing protein 1 (Homo sapiens), …; ASAP1-stimulated ARF1 GTP hydrolysis, GDP FP detection; inhibition, % at 16.5 µM; actives 0.19% (n = 360,000); AID 624377, 2012; in the data active means inhibition above about 25%;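 further: 0% = vehicle with enzyme and substrate and 100% = no enzyme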
ADAM17 inh: ADAM17 inhibitors, primary screen, biochemical, QFRET. recombinant ADAM17, EDANS/DABCYL FRET peptide cleavage. inhibition, % at 6.95 µM. actives 0.83% (n = 370,000);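 active means inhibition above the mean of compounds lying between control limits plus 3 SD, set per campaign, cut at about 8.5% in these data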;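 further: 0% = DMSO-only wells as the low control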
TDP2 inh: human TDP2 enzyme inhibitors, primary screen, biochemical, epi absorbance, recombinant enzyme; Tyrosyl-DNA phosphodiesterase 2 (Homo sapiens), O95551; T5PNP hydrolysis, p-nitrophenol absorbance 415 nm; inhibition, % at 12.8 µM; actives 0.34% (n = 370,000);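 active means inhibition above the mean of all tested compounds plus 3 SD, set per campaign, cut at about 25% in these data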;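 further: 0% = DMSO with enzyme and 100% = buffer with substrate but no TDP2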
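test system = human TDP2 enzyme | input = TDP2 enzyme at 120 nM final | medium = 50 mM Tris-HCl pH 7.5 with Mg2+, KCl, DTT, BSA | also added = T5PNP substrate, 5 mM | times = 2 h at 37 °C | technique = epi absorbance | benchmarks = high control without enzyme, low control DMSO plus TDP2 | replication = each compound tested once, singlicate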
PLC-gamma1 inh: PLC-gamma1 enzyme inhibitors, primary screen, biochemical, fluorescence, purified enzyme | actives 0.84% (n = 370,000) | 1-phosphatidylinositol 4,5-bisphosphate phosphodiesterase gamma-1 (Homo sapiens), P19174 | fluorogenic substrate | inhibition, % at 12.2 µM; in the data active means inhibition above about 9.5%
SIAE inh: human SIAE inhibitors, primary screen, biochemical, fluorescence polarization, FP-Rh probe, 1536-well HTS. SIAE FP-Rh probe binding. inhibition, % at 9.66 µM. actives 0.69% (n = 370,000). AID 1053197, 2014;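 active means inhibition above a cutoff: mean of compounds within the control limits plus 3 SD of those, cut at about 17% in these data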;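 further: 0% = plate median of compound wells and 100% = probe without SIAE protein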
ADAM10 inh: human ADAM10 inhibitors, primary screen, biochemical, QFRET, HTS. recombinant ADAM10, EDANS/DABCYL FRET peptide cleavage, 3 h. AID 720582, 2013. Disintegrin and metalloproteinase domain-containing protein 10 (Homo sapiens), O14672. actives 0.62% (n = 370,000). inhibition, % at 7 µM;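 active means inhibition above a per-campaign cutoff equal to the mean of compounds falling between control-based bounds plus 3 SD, cut at about 20% in these data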;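 further: 0% = DMSO wells while the 100% control is not disclosed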
The depositor's hits bear a star; i = inactive; x = not tested or not shown.

The line under a structure holds: PLCb3 inh	Tn7 DDE FP	ARFGAP1 inhibitor	DDE Tn6 FP inh	ASAP1 GAP inh	ADAM17 inh	TDP2 inh	PLC-gamma1 inh	SIAE inh	ADAM10 inh
> CC(C)(C)c1ccc(S(=O)(=O)NC(=O)C2(C)CCN2C(=O)CC2CCCC2)cc1 (stereo not drawn)
  -4	-8	5	2	6	0	-1	-1	-1	-4
> Cc1ccc(C)c(NC(=O)C(NCC(C)(C)N2CCOCC2)c2ccccc2)c1 (stereo not drawn)
  -5	-1	0	2	0	-1	9	4	3	2
> CC1CCCCN1C(=O)CSc1nc(C2CC2)nc2ccccc12 (stereo not drawn)
  -10	3	1	0	-13	-1	-1	1	-1	-1
> CC(NC(=O)C(=O)c1cn(CC(=O)N2CCOCC2)c2ccccc12)c1ccccc1 (stereo not drawn)
  -2	-4	-3	0	-12	4	-8	4	3	-2
> O=C(Cn1cccc1C(=O)c1ccccc1)NCCCN1CCc2ccccc2C1
  4	-1	-16	5	2	0	2	3	3	-4
> CCOc1ccc(C(=O)CSc2nnc(SCc3ccc(Cl)cc3)s2)cc1
  0	-3	x	4	x	2	-1	1	-2	-5
> Cc1ccc(NC(=O)Cc2nnc(SCC(=O)NC3=NCCS3)n2C)cc1
  0	1	5	-2	1	1	-3	2	3	0
> CCC(C)(C)NC(=O)C(OC(=O)c1ccco1)c1ccccc1OC (stereo not drawn)
  3	-4	-6	-3	7	-2	-8	2	-3	2
> COc1ccc(O)c(C=Nc2cc(C)on2)c1
  2	3	-7	3	0	-6	0	-2	4	0
> CCOc1ccccc1N=c1oc2cc(O)ccc2cc1C(=O)NCC1CCCO1 (stereo not drawn)
  i	-5	-12	-5	-11	i	0	i	-6	i
> COc1ccc(CN(C)C[C@@H]2OCCCC[C@H](C)Oc3ccc(NC(=O)Cc4ccccc4)cc3C(=O)N([C@@H](C)CO)C[C@@H]2C)cc1
  -1	1	5	-2	-4	-4	0	0	0	-11
> CC(C)c1[nH]nc2c1C(c1ccc(F)cc1)N(Cc1ccccc1)C2=O (stereo not drawn)
  -1	2	12	-1	-12	1	-5	2	2	5
> COc1cc2c(c(OC)c1OC)CCc1cnoc1-2
  -1	-1	-12	2	-4	-2	-5	1	1	0
> CC(C)c1onc(C(=O)N2CCN(Cc3ccccc3)CC2)c1[N+](=O)[O-]
  6	-1	7	-3	17	0	8	3	1	-3
> CCO[C@H]1OC(C(=O)NCc2nc3ccccc3[nH]2)=C[C@@H](c2cn(C(C)=O)c3ccccc23)[C@@H]1CCCO
  -6	0	7	-4	11	2	0	-4	-3	3
> CCOCCCNC(=O)C(NC(=O)Cc1cccs1)c1ccc(OC)cc1 (stereo not drawn)
  -5	-1	0	-2	3	-5	-4	2	-5	-15
> Cc1ccc(-c2csc(NC(=O)CSc3nc4ccccc4[nH]3)n2)cc1
  2	4	8	-1	-4	7	0	1	-7	12
> O=C(CSc1ccc(F)cc1)Nc1ccccc1Br
  -3	2	11	-5	0	3	-21	8	-9	3
> Cc1ccccc1NC(=O)Cc1nnc(SCC(=O)NC2CCCC2)n1C
  -6	-3	3	-4	-5	-5	-9	0	1	2
> CCOC1=C2CN(S(=O)(=O)c3ccc(C)cc3)[C@H](c3cccs3)C[C@H]2[C@H]2C(=O)N(c3ccccc3)C(=O)[C@H]2C1
  -16	-3	2	-3	5	-4	-3	-11	-5	-8

The final two records of the section above come first, to join the parts:
The line under a structure holds: PLCb3 inh	Tn7 DDE FP	ARFGAP1 inhibitor	DDE Tn6 FP inh	ASAP1 GAP inh	ADAM17 inh	TDP2 inh	PLC-gamma1 inh	SIAE inh	ADAM10 inh
> Cc1ccccc1NC(=O)Cc1nnc(SCC(=O)NC2CCCC2)n1C
  -6	-3	3	-4	-5	-5	-9	0	1	2
> CCOC1=C2CN(S(=O)(=O)c3ccc(C)cc3)[C@H](c3cccs3)C[C@H]2[C@H]2C(=O)N(c3ccccc3)C(=O)[C@H]2C1
  -16	-3	2	-3	5	-4	-3	-11	-5	-8
> O=C(c1cccs1)N1CCC(c2nc(-c3ccc(S(=O)(=O)N4CCOCC4)cc3)no2)CC1
  2	5	-8	-4	8	-2	2	0	11	0
> COc1ccc(CNC(=O)CN(CC2CCCO2)C(=O)CNS(=O)(=O)c2ccc(F)cc2)cc1 (stereo not drawn)
  -1	-7	11	-1	-1	-1	0	-2	3	-4
> Cc1ccc(NC(=O)N2CCN(c3ncccc3C(F)(F)F)CC2)cc1
  -5	-6	-7	14	-2	3	13	-3	-1	1
> CCC(c1nnnn1-c1c(C)cccc1C)N1CCN(CC)CC1 (stereo not drawn)
  -2	7	-7	3	4	-7	4	2	15	-14
> CCNC(=O)N(C)[C@H]1C[C@H]2c3[nH]c4cccc(-c5ccc6c(c5)OCO6)c4c3CCN2C[C@H]1[C@H](C)O
  -120	4	x	12	x	-22	-7	-98	9	-74
> Cc1ccc(S(=O)(=O)N2CCN(C(=O)CCc3c[nH]c4ccccc34)CC2)cc1
  -8	-4	3	0	-7	5	-11	-3	1	-12
> CCC(CC)NC(=O)Nc1ccc(F)cc1F
  7	3	2	0	3	2	3	3	2	5
> CCCCN(C(=O)c1cccc(S(=O)(=O)N2CCCC2)c1)c1c(N)n(CCC)c(=O)[nH]c1=O
  0	-5	0	-7	5	-2	-7	1	1	-6
> Cn1c(SCC(=O)N2CCCC2)nnc1-c1cccs1
  3	-7	0	-2	-4	-1	-5	0	3	8
> CN(C)S(=O)(=O)c1cccc(C(=O)c2nccn2C)c1
  -8	-6	3	-6	3	0	-7	1	2	7
> COc1cc(NC(=O)CCN2C(=O)NC3(CCCC3)C2=O)c(OC)cc1Cl
  -5	3	-12	-1	-8	-8	8	1	-6	-14
> O=C(c1ccc(Cl)cc1)c1cnc2ccccn12
  0	-11	4	3	15	-1	-1	-1	1	0
> CCOc1ccc(S(=O)(=O)n2cc(-c3ccc(F)cc3)c(N)n2)cc1
  1	-3	7	4	-2	2	-4	1	2	12
> NS(=O)(=O)c1ccc(CCNC(=O)COC(=O)CCN2C(=O)C3CC=CCC3C2=O)cc1 (stereo not drawn)
  -6	-4	5	1	7	-5	-9	-1	-2	7
> O=C(NCCC1=CCCCC1)C1CCN(S(=O)(=O)c2cccc3nonc23)CC1
  1	4	9	8	-9	-1	-1	1	0	6
> Cc1cc(NC(=O)CSc2nnnn2-c2cc(Cl)ccc2C)no1
  2	-9	1	-2	-4	-1	-9	2	-5	-1
> O=C(CNC(=O)c1ccc(Br)cc1)OCc1cc([N+](=O)[O-])cc2c1OCOC2
  -8	3	10	6	0	-7	0	-5	-4	-10
> COc1cccc(/C=N/NC(=O)C(=O)N2CCCCCC2)c1O
  -13	2	-2	6	4	-2	-10	-3	0	0
> Cc1sc(NC(=O)CSc2nnnn2C(C)C)c(C#N)c1C
  -2	3	2	5	2	6	-25	6	-7	1
> CCc1ccc(NC(=O)[C@H](NC(=O)[C@@H]2Cc3ccccc3CN2)c2ccccc2)cc1
  -7	2	6	5	12	2	-1	-3	-4	-2

Other structures follow:
Letter code: A = PLCb3 inh; B = Tn7 DDE FP; C = ARFGAP1 inhibitor; D = DDE Tn6 FP inh; E = ASAP1 GAP inh; F = ADAM17 inh; G = TDP2 inh; H = PLC-gamma1 inh; I = SIAE inh; J = ADAM10 inh
COc1ccc(NS(=O)(=O)c2ccc3c(c2)oc(=O)n3C)c(OC)c1
  A: 1 | B: -5 | C: -11 | D: -3 | E: 4 | F: -1 | G: 6 | H: 0 | I: -1 | J: 2
O=C(COC(=O)c1ccccc1F)NC1CC1
  A: -1 | B: -9 | C: 1 | D: 4 | E: -21 | F: 2 | G: 2 | H: 0 | I: 6 | J: -1
Cc1nc2ccccc2c(=O)n1CCCN1CCOCC1
  A: -4 | B: 2 | C: 0 | D: 6 | E: -9 | F: -1 | G: -7 | H: 0 | I: -2 | J: 3
CCCn1c(SCc2nc3ccccc3s2)n[nH]c1=O
  A: -10 | B: -4 | C: -11 | D: 3 | E: -2 | F: -6 | G: 2 | H: -7 | I: 4 | J: -1
O=C(Nc1cccc(-c2cn3c(n2)SCC3)c1)c1ccc2ccccc2n1
  A: -11 | B: 0 | C: 23 | D: -13 | E: 19 | F: 0 | G: -5 | H: -4 | I: -10 | J: -3
CCCCCCNC1=NCCS1
  A: 2 | B: 3 | C: -6 | D: 1 | E: -10 | F: 0 | G: 2 | H: 0 | I: -9 | J: 1

5 structures from above, sorted by SMILES length, rising:
Letter code: A = PLCb3 inh; B = Tn7 DDE FP; C = ARFGAP1 inhibitor; D = DDE Tn6 FP inh; E = ASAP1 GAP inh; F = ADAM17 inh; G = TDP2 inh; H = PLC-gamma1 inh; I = SIAE inh; J = ADAM10 inh
CCCn1c(SCc2nc3ccccc3s2)n[nH]c1=O
  A: -10 | B: -4 | C: -11 | D: 3 | E: -2 | F: -6 | G: 2 | H: -7 | I: 4 | J: -1
O=C(Nc1cccc(-c2cn3c(n2)SCC3)c1)c1ccc2ccccc2n1
  A: -11 | B: 0 | C: 23 | D: -13 | E: 19 | F: 0 | G: -5 | H: -4 | I: -10 | J: -3
Cc1ccc(C)c(NC(=O)C(NCC(C)(C)N2CCOCC2)c2ccccc2)c1 (stereo not drawn)
  A: -5 | B: -1 | C: 0 | D: 2 | E: 0 | F: -1 | G: 9 | H: 4 | I: 3 | J: 2
CC(C)c1onc(C(=O)N2CCN(Cc3ccccc3)CC2)c1[N+](=O)[O-]
  A: 6 | B: -1 | C: 7 | D: -3 | E: 17 | F: 0 | G: 8 | H: 3 | I: 1 | J: -3
CC(C)(C)c1ccc(S(=O)(=O)NC(=O)C2(C)CCN2C(=O)CC2CCCC2)cc1 (stereo not drawn)
  A: -4 | B: -8 | C: 5 | D: 2 | E: 6 | F: 0 | G: -1 | H: -1 | I: -1 | J: -4

The order is random; overall some 3.6% were active at least once.
